# High-throughput results deposited in PubChem BioAssay by several laboratories.
# CCHFV vOTU inh: CCHFV vOTU protease inhibition | Pep-AMC fluorescence | inhibition, % at 11.5 µM | 0.55% of 370,000 active | AID 651958; further: 0% = vehicle wells with enzyme and 100% = no enzyme wells
# FadD28 binding: blocks FadD28 binding to the bisubstrate probe; fluorescence polarization; inhibition, % at 12.5 µM; 0.22% of 360,000 active; in the data active means inhibition above about 8.5%, passing the limit was not always enough; inconclusive means no clear call, values can overlap the other calls
# VHR inh abs: inhibitors of human VHR1 phosphatase (DUSP3); P51452; recombinant VHR phosphatase, pNPP absorbance; inhibition, % at 13.3 µM; 0.52% of 290,000 active; AID 1654; in the data active means inhibition above about 50%; further: some compounds called inactive have numbers as strong as hits
# Target sequence (P51452 whole entry, looked up): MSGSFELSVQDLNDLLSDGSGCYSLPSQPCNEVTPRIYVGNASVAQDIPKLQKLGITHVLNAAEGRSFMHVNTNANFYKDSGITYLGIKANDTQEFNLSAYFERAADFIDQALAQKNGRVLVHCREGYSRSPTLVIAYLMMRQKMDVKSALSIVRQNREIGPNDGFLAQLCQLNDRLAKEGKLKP
# GDH-TPI counter: counter-screen for M. tuberculosis FBA inhibitors: GDH-TPI coupled enzymes | 1.2% of 360,000 active | AID 588335 | inhibition, % at 4.8 µM | GDH-TPI coupled enzyme counterscreen, NADH absorbance;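 further: 0% = DMSO wells and 100% = wells lacking the enzyme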
# FBA Mtb inh: inhibits M. tuberculosis FBA enzyme; P9WQA3; purified M. tuberculosis FBA, fluorescence read-out; inhibition, % at 1 µM; 2.3% of 360,000 active; in the data active means inhibition above about 27%;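 further: 0% = vehicle and 100% = reference inhibitor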
# Target sequence (P9WQA3 whole entry, looked up): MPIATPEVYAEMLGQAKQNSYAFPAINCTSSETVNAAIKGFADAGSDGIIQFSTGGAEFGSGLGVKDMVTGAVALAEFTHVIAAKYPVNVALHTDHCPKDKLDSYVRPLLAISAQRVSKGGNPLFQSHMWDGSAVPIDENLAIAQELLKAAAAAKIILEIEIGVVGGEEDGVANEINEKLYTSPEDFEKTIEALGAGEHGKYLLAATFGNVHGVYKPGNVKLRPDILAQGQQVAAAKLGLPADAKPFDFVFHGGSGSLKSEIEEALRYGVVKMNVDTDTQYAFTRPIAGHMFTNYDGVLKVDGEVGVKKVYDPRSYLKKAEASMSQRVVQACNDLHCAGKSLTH
# Mtb UGM inh: blocks M. tuberculosis UGM enzyme; inhibition, % at 10 µM; 0.06% of 320,000 active; purified UGM, fluorescence polarization probe displacement; in the data active means inhibition above about 10%, passing the limit was not always enough; inconclusive means no clear call, values can overlap the other calls
# Target sequence (P9WIQ1 whole entry, looked up): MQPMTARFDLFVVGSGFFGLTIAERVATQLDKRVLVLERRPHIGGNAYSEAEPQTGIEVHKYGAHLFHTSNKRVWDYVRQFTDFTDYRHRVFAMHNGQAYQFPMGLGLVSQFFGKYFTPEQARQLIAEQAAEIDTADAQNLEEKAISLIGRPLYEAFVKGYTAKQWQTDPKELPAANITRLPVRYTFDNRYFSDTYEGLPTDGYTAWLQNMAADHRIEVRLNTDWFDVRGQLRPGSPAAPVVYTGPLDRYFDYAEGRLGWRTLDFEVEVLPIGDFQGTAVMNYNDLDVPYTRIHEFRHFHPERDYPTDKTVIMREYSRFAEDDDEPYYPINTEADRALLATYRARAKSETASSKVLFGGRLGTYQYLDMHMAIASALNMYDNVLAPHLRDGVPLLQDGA
# MazEF act: MazEF (E. coli) toxin RNase activation | P0AE70 | FAM/BHQ RNA-DNA oligo cleavage fluorescence, 5 h | activation, % at 20 µM | 0.32% of 350,000 active | AID 504720; in the data active means activation above about 50%
# Target sequence (P0AE70 whole entry, looked up): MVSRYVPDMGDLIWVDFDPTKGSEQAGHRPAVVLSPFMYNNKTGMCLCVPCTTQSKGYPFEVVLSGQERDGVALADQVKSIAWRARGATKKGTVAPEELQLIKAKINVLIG
# BioA inh: inhibitors of Mycobacterium tuberculosis BioA enzyme; purified M. tuberculosis BioA enzyme, plate reader; inhibition, % at 9.99 µM; 0.096% of 360,000 active; in the data active means inhibition above about 40%; inconclusive means no clear call, values can overlap the other calls
# Rv3671c protease: inhibits the M. tuberculosis serine protease Rv3671c | inhibition, % at 5.96 µM | 0.048% of 320,000 active | P9WHR9; in the data active means inhibition above about 38%;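 further: extracellular domain of Rv3671c used as enzyme; 0% = enzyme with DMSO and 100% = no enzyme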
# BoNT-F LC inh: inhibitors of Botulinum neurotoxin F light chain protease. Multiplex microsphere protease cleavage assay, flow cytometry. inhibition, % at 10 µM. 0.22% of 360,000 active. AID 588497; in the data active means inhibition above about 35%, passing the limit was not always enough; inconclusive means no clear call, values can overlap the other calls; further: plate controls were buffer without enzyme for full effect and enzyme alone for no effect
# An asterisk follows results filed as active; ? = inconclusive; . = not tested or not shown. Unless noted, no stated cut-off is given here; in the data, active means inhibition above about 30%; inactive means the rest.
SMILES,CCHFV vOTU inh,FadD28 binding,VHR inh abs,GDH-TPI counter,FBA Mtb inh,Mtb UGM inh,MazEF act,BioA inh,Rv3671c protease,BoNT-F LC inh
Cc1nc2cc(NCc3ccccc3O)ccc2n1Cc1ccccc1,4.8,0.6,20.4,0.6,4.0,-5.3,-7.6,.,11.2,0.3
Cc1ccsc1CNC12CC3CC(CC(C3)C1)C2,-17.0,-3.2,-0.4,1.9,-1.9,-1.6,21.9,.,-0.9,-3.3
COC(=O)Cc1csc(Nc2ccc(F)c(Cl)c2)n1,-6.4,-0.6,-6.0,1.2,-0.1,-0.9,6.8,.,-7.4,-0.9
CCOC(=O)CSc1nnc(CNc2cccc(Cl)c2)n1C,-2.2,0.8,8.7,3.8,9.5,2.5,-3.1,3.6,7.9,-48.3
O=C1/C(=C/c2ccccn2)SC(=S)N1CCc1ccccc1,-8.8,-1.1,25.0,1.1,-0.9,1.7,-1.4,.,-5.8,?
O=C(O)c1cccc(S(=O)(=O)Nc2ccc3c(c2)CCC3)c1,-4.2,-1.7,3.6,5.4,0.2,3.1,2.9,-0.4,.,?
CSc1ccccc1C(=O)OCC(=O)NC1CCCCCCC1,17.4,0.3,.,9.7,-0.7,.,5.0,-0.2,.,2.2
COc1ccc([N+](=O)[O-])cc1/C=N/Nc1nn[nH]n1,-0.9,0.4,14.4,14.7,-1.3,-1.8,-3.7,.,-7.1,4.1
CCn1c(C(=O)N2CCC(C(=O)NCCCSC3CCCCC3)CC2)cc2sccc21,-4.8,0.8,-3.7,10.6,1.3,-0.5,9.5,0.2,7.6,-6.7
COc1cc(CNc2cccc3[nH]c(C(F)(F)F)nc23)cc(OC)c1,19.7,-0.3,-16.5,6.2,-1.0,-0.3,1.6,-0.7,14.5,-21.3
O=C(Nc1nc2ccccc2n1Cc1ccccc1)c1ccc(COc2ccccc2[N+](=O)[O-])o1,-18.6,-0.6,14.4,16.9,2.4,-2.6,-3.1,-1.0,2.6,3.7
CSc1ccc(S(=O)(=O)Nc2ccc(N3CCOCC3)c(Cl)c2)cc1,12.4,-2.2,14.6,2.8,-0.1,0.1,3.8,1.1,-6.4,-8.1
Cc1cccnc1NC(=O)COc1ccc2oc3c(c2c1)CCCC3,7.0,-3.1,-0.3,3.9,1.0,-0.9,-4.2,7.6,8.8,-0.5
CCC(=O)N1CCCc2ccccc21,-7.5,-1.0,20.5,-1.6,-0.1,2.4,2.4,.,3.0,1.3
O=C(NC1CCS(=O)(=O)C1)Oc1ccc(Cl)cc1 (configuration not stated),-0.6,-0.4,15.5,3.4,-0.1,1.9,-2.0,-1.1,1.5,-10.9
c1ccc(-c2nnc(CSc3nnc(-c4cccs4)o3)o2)cc1,0.1,-0.1,.,-2.5,-2.0,2.9,2.3,1.1,-3.8,4.5
O=C(NCc1cccnc1)c1ccc(CS(=O)(=O)Cc2ccc(Cl)cc2)o1,1.4,-1.4,-14.5,-8.1,4.0,3.3,8.7,4.2,3.2,4.0
CCC(CO)NC1=C([N+](=O)[O-])C(=O)CC(C)(C)C1 (configuration not stated),9.0,-1.8,1.1,10.2,-2.9,-1.1,5.9,-0.6,-7.9,-2.2
Cc1cc(N2CCOCC2)nc2ccc(NC(=O)CCC(=O)N3CCC4(CC3)OCCO4)cc12,-63.8,-1.0,22.1,11.1,58.0*,-2.0,11.4,.,2.8,5.0
O=C(c1ccc2ccccc2c1)N1CCCCC1,-1.7,-3.8,30.7,-5.2,-2.1,1.2,2.0,0.0,9.8,6.7
COc1ccc(C(=O)OC(C)C(=O)NC(C)CCc2ccccc2)c(OC)c1 (configuration not stated),13.8,0.5,-19.2,5.0,-1.4,-0.8,-23.9,-1.2,-5.0,4.8
Cc1ccc(/C=N/NC(=O)CN2C(=O)CSc3ccccc32)o1,-9.0,-2.3,17.5,-1.6,-0.9,0.0,3.4,.,9.7,-0.9
CN(CC(=O)Nc1ccccc1Cl)C(=O)C1CCN(S(=O)(=O)c2ccc3c(c2)OCCO3)CC1,17.1,-4.6,.,-3.1,-0.7,1.4,-3.2,.,-7.8,?
Cn1c(=O)c(=O)n(C)c2cc(S(=O)(=O)CCC(=O)Nc3ccc(F)cc3)ccc21,-2.7,0.3,-6.4,6.7,4.7,0.8,7.1,-0.3,2.7,-3.0
COc1cc(C(=O)Nc2cccc(S(=O)(=O)NCc3ccco3)c2)cc(OC)c1OC,-0.4,-10.2,.,-1.1,-1.3,-3.3,4.2,1.3,-14.9,14.8
SMILES,CCHFV vOTU inh,FadD28 binding,VHR inh abs,GDH-TPI counter,FBA Mtb inh,Mtb UGM inh,MazEF act,BioA inh,Rv3671c protease,BoNT-F LC inh
COc1cc(CNc2ccc3[nH]c(=O)[nH]c3c2)ccc1OCc1c(F)cccc1Cl,-1.8,-2.2,52.6*,3.5,10.0,-0.8,11.2,-2.0,.,-13.7
O=S(=O)(NCCN1CCN(S(=O)(=O)c2ccccc2F)CC1)c1ccccc1F,-11.6,-0.4,.,0.4,-0.8,1.2,-5.3,0.3,-1.6,-8.5
Cc1ccc(C(=O)N/C(=C\c2cn(C)c3ccccc23)C(=O)NCCCn2ccnc2)cc1,12.0,-0.6,8.0,14.2,-0.6,-2.7,4.1,.,-4.2,3.2
O=C(N/N=C/c1c(O)ccc2ccccc12)Nc1ccccc1,-1.6,.,.,.,.,7.3,-5.0,.,40.3*,.
O=C1Cc2ccccc2C(=O)N1c1cccc(Cl)c1,17.1,2.4,29.8,6.9,1.8,-1.0,3.2,4.4,-7.3,-1.6
COc1ccc(C(CNC(=O)c2ccc(C)c(S(=O)(=O)N3CCCCC3)c2)N2CCCC2)cc1 (configuration not stated),-6.8,-2.0,.,-11.8,-0.2,.,6.7,-2.8,.,86.3*
Cc1ccc(Cn2ccc(NC(=O)c3nc4ncccn4n3)n2)cc1,-2.3,-1.1,21.3,-0.5,1.4,2.4,-0.7,1.6,-6.1,5.3
O=C(O)COc1cccc2ccccc12,-5.2,-0.1,-26.7,6.7,3.0,-1.6,-1.5,-1.4,2.2,-10.2
Cc1cc(C(=O)COC(=O)c2ccc(O)cc2)c(C)n1CC1CCCO1 (configuration not stated),2.0,-2.9,19.0,7.3,0.7,1.6,7.4,.,4.9,-8.6
CCOC(=O)N1CCN(S(=O)(=O)N2CCCC(C(=O)NCc3cc(OC)ccc3OC)C2)CC1 (configuration not stated),5.0,-2.8,.,6.2,-2.8,.,2.7,-0.7,.,-0.3
O=C(COc1ccccc1[N+](=O)[O-])Nc1ccc(NC(=O)c2cc3ccccc3o2)cc1,11.5,1.1,26.9,17.3,-4.3,1.3,-16.8,7.8,-8.9,0.7
COc1ccc(NC(=O)c2cc(S(=O)(=O)N(C)C)ccc2N2CCCC2)cc1Cl,-10.4,-4.7,2.6,7.9,-0.7,1.5,1.8,.,-10.2,-8.8
Cn1cccc1CNCCc1ccccc1F,-7.3,-0.6,11.9,11.7,3.0,-1.0,-15.7,-1.2,5.4,-15.8
O=C1Nc2ccccc2N(O)N1c1ccc(Cl)c(Cl)c1,-9.0,0.1,1.1,-1.0,1.1,0.8,11.5,.,-0.8,-2.5
O=C(O)COCC(=O)NCc1csc2ccc(Cl)cc12,-6.7,-1.1,-5.1,5.9,1.7,-4.2,1.3,.,1.0,-6.4
Cc1noc(C)c1S(=O)(=O)N1CCCC1C(=O)NC(C)(C)C (configuration not stated),10.5,0.0,7.4,7.6,-3.5,1.3,4.2,-1.4,3.2,-9.1
CCOc1ncccc1C(=O)Nc1ccc2c(C)cc(=O)oc2c1,-1.8,-0.5,17.0,13.9,-0.7,-2.8,-1.3,9.9,-0.5,-0.7
Cc1cc(C(=O)Nn2c(C3CCCCC3)nc3ccccc3c2=O)ccc1[N+](=O)[O-],-3.0,-1.1,1.5,8.6,-3.9,0.0,4.6,.,-9.0,-4.1
Cc1cccc(NC(=O)CSc2nncn2-c2ccccn2)c1,2.6,-0.1,-12.7,2.2,3.3,0.2,11.3,.,-2.6,-3.8
CC(=O)/C(=C\Nc1ccc(OCc2ccccc2)cc1)c1ccccc1,14.4,-1.1,-5.4,11.5,0.1,-1.4,-2.8,.,1.9,-25.2
CCc1nc2ccc(C(=O)NCCc3c[nH]c4ccccc34)cn2c1N(C)Cc1nccn1C,-17.7,-2.6,.,-1.8,-1.6,.,.,0.1,.,-0.4
O=C(Nc1ccccc1)c1ccc(-n2cnnn2)cc1,-7.4,-0.6,35.2,-0.9,-1.4,0.2,8.5,-1.2,1.7,0.9
Cc1cc2nc(-c3ccc(Cl)cc3)c(CC(C)(C)C)n2c(C)c1Br,13.0,-1.3,.,.,5.6,.,.,-0.5,.,6.5
COc1ccc(OC)c(NC(=O)C2C3CCC(C3=C(C)C)C2C(=O)O)c1 (configuration not stated),10.0,-3.4,-7.9,3.7,-2.3,2.3,3.2,0.5,-4.9,-14.4
O=C1CCN(CCc2ccccc2)CCN1CCSc1ccccc1,5.6,-4.4,8.9,-6.9,0.0,-0.2,5.0,4.1,4.3,-10.9
SMILES,CCHFV vOTU inh,FadD28 binding,VHR inh abs,GDH-TPI counter,FBA Mtb inh,Mtb UGM inh,MazEF act,BioA inh,Rv3671c protease,BoNT-F LC inh
O=C(N/N=C/c1ccc(COc2ccc(Br)cc2)o1)c1ccc2c(c1)OCO2,8.9,-2.3,8.5,16.3,-1.6,.,-13.7,-2.2,.,-3.4
O=C(N/N=C\c1ccccc1)c1cccc(C(=O)N/N=C\c2ccccc2)n1,3.7,-26.7,.,19.2,-1.3,2.9,7.8,0.3,-9.1,-1.0
Cc1cc(C(C)(C)C)cc(CN2CCN(S(=O)(=O)c3cccs3)CC2)c1O,0.5,-0.1,.,8.0,3.4,.,-23.6,-3.9,.,9.3
O=C(N/N=C/c1ccoc1)c1cc(O)cc(O)c1,17.3,-1.1,6.5,3.0,-0.3,1.8,4.2,0.4,12.9,1.3
CC(C)Oc1ccc2c3c(c(=O)oc2c1)CCC3,-30.2,-5.5,18.9,19.2,76.2*,2.0,6.6,0.4,-7.4,8.9
O=C(CN1C(=O)c2cccc3cccc(c23)C1=O)N1CCCCCC1,-4.4,-0.3,36.7,26.8,33.0*,2.8,0.6,-2.4,4.3,6.0
Oc1ccc(-c2ccccc2)cc1CN1CCCCCC1,-15.4,-1.8,19.7,-5.5,-1.8,0.0,-1.0,-0.6,-1.7,-6.4
CCOc1ncccc1C(=O)OCC(=O)c1cc(OC)c(OC)c(OC)c1,-8.4,0.9,15.2,11.1,-1.5,-0.2,5.6,0.4,5.0,-6.8
COC(=O)C1=C(c2ccc(Cl)c(C(F)(F)F)c2)C[C@@H]2CC[C@H]1N2C(=O)NCCO,9.2,-3.0,.,1.7,0.0,3.8,4.2,-0.7,3.5,-0.5
CCC(=O)OCCCCCCOc1ccc(C(=O)O)cc1,-11.2,0.5,28.9,10.2,3.0,1.3,-9.9,-2.2,-0.7,-7.3
COc1ccc(NC2=CC(=O)CC(c3ccccc3)C2)cc1 (configuration not stated),-1.0,-3.2,21.5,1.9,1.9,0.2,2.2,.,12.5,2.9
CSCCC(NC(=O)c1ccccc1Cl)C(=O)NCC(c1cccs1)N(C)C (configuration not stated),9.4,-3.6,.,-3.9,0.5,.,3.6,-0.1,.,-9.9
COc1ccc(-c2cc(C(F)(F)F)n3nc(C(=O)N4CCCCC4)cc3n2)cc1,-0.2,-1.8,46.7,19.3,4.7,1.6,-8.4,0.2,-0.7,6.4
CCOC(=O)N1CCN(C(=O)/C(=C/c2ccc(N(C)C)cc2)NC(=O)c2ccccc2)CC1,10.2,.,.,25.2,-3.0,-0.8,-10.9,-0.5,-3.7,4.3

# An excerpt of these results, with two lines to a compound.
# Order of values – CCHFV vOTU inh | FadD28 binding | VHR inh abs | GDH-TPI counter | FBA Mtb inh | Mtb UGM inh | MazEF act | BioA inh | Rv3671c protease | BoNT-F LC inh
Oc1ccc(-c2ccccc2)cc1CN1CCCCCC1
 : -15.4 | -1.8 | 19.7 | -5.5 | -1.8 | 0.0 | -1.0 | -0.6 | -1.7 | -6.4
COc1ccc(-c2cc(C(F)(F)F)n3nc(C(=O)N4CCCCC4)cc3n2)cc1
 : -0.2 | -1.8 | 46.7 | 19.3 | 4.7 | 1.6 | -8.4 | 0.2 | -0.7 | 6.4
CCOc1ncccc1C(=O)OCC(=O)c1cc(OC)c(OC)c(OC)c1
 : -8.4 | 0.9 | 15.2 | 11.1 | -1.5 | -0.2 | 5.6 | 0.4 | 5.0 | -6.8
